# High-throughput results (PubChem)
# AGP1-GFP MLPCN – yeast TOR pathway AGP1-GFP modulation | S. cerevisiae AGP1-GFP multiplex flow cytometry, 3 h; GFP as percent of DMSO wells | GFP response vs DMSO, % at 10 µM | actives 0.02% (n = 320,000) | AID 2066;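 active = GFP response relative to DMSO above a set limit, near screen average plus 3 SD, cut at about 150% in these data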;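 note: median GFP channel fluorescence of the gated AGP1 strain per well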
# MEP2 TOR yeast – alters MEP2-GFP fluorescence in TOR pathway yeast screen; S. cerevisiae MEP2-GFP strain, flow cytometry GFP, 3 h; 100% = DMSO control level; GFP response vs DMSO, % at 10 µM; actives 0.51% (n = 330,000); AID 2016;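 active = GFP response versus DMSO above a set limit, roughly screen mean plus 3 SD, cut at about 180% in these data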;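 note: median GFP fluorescence of the barcode-gated MEP2-GFP cells per well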
# RPL19A-GFP yeast – alters RPL19A-GFP fluorescence in TOR pathway yeast screen; actives 0.3% (n = 330,000); S. cerevisiae RPL19A-GFP strain, flow cytometry, 3 h; hits give low values; percent response vs DMSO, % at 10 µM; AID 2025;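 active = percent response vs DMSO below 50%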;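 note: median channel GFP fluorescence of the barcoded RPL19A-GFP strain; ratio of sample median GFP to plate DMSO average so 100% = DMSO; lower means less RPL19A-GFP as with rapamycin TOR inhibition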
# Yeast superoxide – yeast age-related superoxide inhibition as caloric restriction mimetic; S. cerevisiae aged cells, superoxide DHE fluorescence; hits give low values; superoxide response (% of plate mean), % at 10 µM; actives 0.18% (n = 330,000); AID 2690;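 active = superoxide response under a set limit, about three screen SD below normal, cut at about 65% in these data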;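 note: yeast aged for seven days with compound at 30 °C before DHE staining; 100% = average MFI of all compound-treated wells on the plate with controls excluded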
# GRK2 inh – human GRK2 inhibition via aptamer displacement; P25098; bead flow cytometry, FAM-aptamer displacement from GRK2; inhibition of aptamer binding, % at 10 µM; actives 0.59% (n = 330,000);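 active = inhibition of aptamer binding above 40%, roughly 3 SD of noise, on plates passing a quality check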;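 note: median bead fluorescence of bound FAM aptamer so fluorescent compounds give negative values; no value below 0 was filed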
# Target sequence (P25098 whole entry, looked up): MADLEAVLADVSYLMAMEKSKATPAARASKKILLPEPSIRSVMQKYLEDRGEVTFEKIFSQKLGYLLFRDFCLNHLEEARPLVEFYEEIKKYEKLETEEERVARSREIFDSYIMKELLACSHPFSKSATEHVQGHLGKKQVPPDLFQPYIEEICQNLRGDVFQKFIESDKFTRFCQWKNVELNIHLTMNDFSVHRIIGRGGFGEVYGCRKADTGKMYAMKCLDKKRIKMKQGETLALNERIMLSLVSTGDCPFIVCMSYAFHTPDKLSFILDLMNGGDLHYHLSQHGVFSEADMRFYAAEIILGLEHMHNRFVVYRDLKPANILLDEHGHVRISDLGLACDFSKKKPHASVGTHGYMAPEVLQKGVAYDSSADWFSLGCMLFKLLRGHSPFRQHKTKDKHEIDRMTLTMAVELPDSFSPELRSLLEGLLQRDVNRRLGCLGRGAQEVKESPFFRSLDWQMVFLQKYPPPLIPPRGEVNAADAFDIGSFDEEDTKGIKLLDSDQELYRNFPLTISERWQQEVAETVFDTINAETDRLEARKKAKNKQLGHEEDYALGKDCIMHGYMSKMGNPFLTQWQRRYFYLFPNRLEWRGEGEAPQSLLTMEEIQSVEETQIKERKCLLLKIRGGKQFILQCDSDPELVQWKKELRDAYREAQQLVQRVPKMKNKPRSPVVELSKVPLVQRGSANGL
# LAP4-GFP MLPCN – alters LAP4-GFP fluorescence in TOR pathway yeast screen; S. cerevisiae LAP4-GFP multiplex, flow cytometry GFP, 3 h; median GFP as percent of DMSO wells; GFP response vs DMSO, % at 10 µM; actives 0.34% (n = 320,000); AID 2023;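 active = GFP response vs DMSO above a set limit, about the screen mean plus 3 SD, cut at about 150% in these data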
# CIT2 TOR yeast – modulators of TOR pathway CIT2-GFP in S. cerevisiae; S. cerevisiae CIT2-GFP strain, flow cytometry, 3 h; 100 means same as DMSO wells; GFP response vs DMSO, % at 10 µM; actives 0.065% (n = 320,000);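 active = GFP response relative to DMSO above a set limit, near the screen mean plus 3 SD, cut at about 150% in these data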;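 note: ratio of well median GFP fluorescence to mean of DMSO wells on the plate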
# VLA-4 inh – inhibition in a human VLA-4 binding assay | P13612 | VLA-4 expressing cells, ligand binding flow cytometry | inhibition, % (about 7 µM as worked out from the volumes in the protocol) | actives 0.2% (n = 330,000); in the data active = inhibition above about 50%
# Numbers without * were called inactive; . = not tested or not shown. Random draw from the library; overall some 1.7% were active at least once.
SMILES,AGP1-GFP MLPCN,MEP2 TOR yeast,RPL19A-GFP yeast,Yeast superoxide,GRK2 inh,LAP4-GFP MLPCN,CIT2 TOR yeast,VLA-4 inh
CC(=O)N(Cc1ccco1)C1(C(=O)NC2CCCCC2)CCCCC1,104,109,102,103,0,103,113,-16
O=c1[nH]c2ccccc2cc1-c1nnn(-c2ccc(Cl)c(Cl)c2)n1,88,84,94,93,4,94,103,-1
CN(C)CCN1C(=O)C(=O)/C(=C(/O)c2ccc3c(c2)OCCO3)C1c1ccccn1 (stereo not drawn),101,98,98,96,0,97,99,0
COc1cccc(-n2nnnc2SCC(=O)Nc2ccc(OC)cc2OC)c1,103,105,101,97,0,99,112,10
Cc1nn(C)c(C)c1NS(=O)(=O)c1ccc(N2CCCC2=O)cc1,92,96,92,90,0,94,93,-1
O=C(CSc1nc(-c2ccco2)cc(C(F)(F)F)n1)N1CCSCC1,.,93,95,89,0,89,93,3
CCOc1ccc(S(=O)(=O)Nc2ccc(C(=O)NCC(c3ccc(OC)cc3)N3CCOCC3)cc2)cc1 (stereo not drawn),95,92,91,119,0,93,84,-4
COc1ccc(S(=O)(=O)N(C)C[C@H]2Oc3c(NC(=O)c4ccncc4)cccc3C(=O)N([C@H](C)CO)C[C@@H]2C)cc1,96,100,94,103,0,117,99,-3
CSc1nc(N)nc2c1ncn2CC(=O)NCCCc1ccccc1,89,86,87,119,7,93,98,-15
CCCNc1nc(C)cc(-c2cc(-c3ccc(Cl)cc3)on2)n1,109,110,108,99,2,101,100,-4
NCCNc1ccc([N+](=O)[O-])cc1,104,102,103,99,0,105,109,11
O=C(O)C1CCCN1S(=O)(=O)c1ccc2ccccc2c1 (stereo not drawn),105,107,102,95,6,99,102,14
Cc1cccc(Nc2nc(N)c([N+](=O)[O-])c(N3CCN(C)CC3)n2)c1,97,96,100,118,1,91,100,3
Cc1nc2[nH]c(=O)c3c(n2n1)NC1=C(C(=O)CC(C)(C)C1)C3c1ccc(F)cc1 (stereo not drawn),93,96,90,118,0,81,76,1
COc1ccc2c(-c3ccccc3)cc(SCC(=O)NC3CCS(=O)(=O)C3)nc2c1 (stereo not drawn),96,98,98,88,6,90,97,-4
CC(=O)c1ccc(S(=O)(=O)NC2CC(=O)N(c3ccc(C)c(C)c3)C2)cc1 (stereo not drawn),100,89,89,96,0,94,85,13
CCCc1nc2ccccc2c(=O)n1-c1ccc(C(=O)OCC)cc1,91,99,103,95,1,90,97,3
CC1CCc2sc(C(=O)NCC(C)(C)N3CCOCC3)cc2C1 (stereo not drawn),107,102,100,85,1,102,104,18
Cc1cccnc1NC(=O)Nc1cccc2ccccc12,87,94,88,104,2,91,97,2
CCOc1cc2c(C#N)c(N(CC)CC)nc(N)c2c(N)n1,70,89,95,92,1,153*,67,-12

# Reprinted from the part before: five compounds; new compounds follow.
SMILES,AGP1-GFP MLPCN,MEP2 TOR yeast,RPL19A-GFP yeast,Yeast superoxide,GRK2 inh,LAP4-GFP MLPCN,CIT2 TOR yeast,VLA-4 inh
CC(=O)c1ccc(S(=O)(=O)NC2CC(=O)N(c3ccc(C)c(C)c3)C2)cc1 (stereo not drawn),100,89,89,96,0,94,85,13
CCCc1nc2ccccc2c(=O)n1-c1ccc(C(=O)OCC)cc1,91,99,103,95,1,90,97,3
CC1CCc2sc(C(=O)NCC(C)(C)N3CCOCC3)cc2C1 (stereo not drawn),107,102,100,85,1,102,104,18
Cc1cccnc1NC(=O)Nc1cccc2ccccc12,87,94,88,104,2,91,97,2
CCOc1cc2c(C#N)c(N(CC)CC)nc(N)c2c(N)n1,70,89,95,92,1,153*,67,-12
CN(CC(=O)N1CCCC1)S(=O)(=O)c1ccc2ccccc2c1,103,97,99,104,0,94,109,-1
COc1ccc(NC(=O)CN(C)S(=O)(=O)c2ccc(Cl)cc2)cn1,104,106,98,102,2,105,95,8
COc1cccc(C(=O)Nc2ccc3c(c2)n(C)c(=O)n3C)c1,108,109,108,107,0,100,110,9
Nc1[nH]ncc1S(=O)(=O)c1ccccc1,107,106,107,97,4,91,105,0
O=C(Cc1cccs1)Nc1nnc(SCC(=O)NC2CCCCC2)s1,104,109,103,112,0,96,101,0
O=C(Nc1cccc2cccnc12)c1ccccc1Br,98,95,92,92,0,102,95,21
O=C(CCc1nnc2n(Cc3ccc(F)cc3)c(=O)c3ccccc3n12)NCCN1CCOCC1,104,99,102,106,0,95,111,13
Clc1ccc(-c2ccn[nH]2)cc1,103,90,101,112,0,97,98,7
CC(=O)NC(C)(CC(=O)c1ccccc1)c1ccccc1 (stereo not drawn),113,101,102,111,3,128,109,-8
[N-]=[N+]=CC(=O)CNC(=O)[C@@H](Cc1ccccc1)N1C(=O)c2ccccc2C1=O,99,96,102,105,2,97,100,14
CC(C)Cc1nnc(NC(=O)c2ccc3c(c2)NC(=O)C(C)S3)s1 (stereo not drawn),112,111,105,99,3,103,112,4
COc1cccc(CNC(=O)C2CCN(S(=O)(=O)c3ccc4c(c3)NC(=O)C(C)S4)CC2)c1 (stereo not drawn),102,105,102,94,2,96,107,2
Cc1noc(C)c1NC(=O)N(C)C[C@H]1Oc2c(NC(=O)C3CC3)cccc2C(=O)N([C@H](C)CO)C[C@@H]1C,92,98,99,99,2,97,91,-11
COc1ccc(NC(C)=O)cc1NC(=O)CCn1c(=O)sc2ccccc21,77,93,105,95,0,90,67,25
S=C(Nc1cccc(Cl)c1)N1CCN(Cc2ccccc2)CC1,87,95,95,99,11,88,89,13
CCn1c(CSc2nc(C)cc(C)n2)nnc1SCC(=O)Nc1nc(-c2ccccc2)cs1,100,95,98,100,2,91,100,0
COc1cccc(NC(=O)[C@@H]2CCCN2C(=O)C2CCN(S(=O)(=O)c3ccc(C)cc3)CC2)c1,103,96,101,121,2,104,99,7
Cc1ccc(CN(c2ccc(C(=O)N3CCc4ccccc4C3)cc2)S(C)(=O)=O)cc1,97,96,95,128,0,97,100,-2
Cc1noc(C)c1C(=O)Nc1ccc(S(=O)(=O)N2CCC(C)CC2)cc1,101,101,102,101,2,101,99,-4
Cc1ccc(NC(=S)Nn2cnnc2)cc1,105,106,108,117,1,95,105,16
Cc1cc(C)n(CCCNC(=O)C2CC(=O)N(Cc3ccccc3)C2)n1 (stereo not drawn),106,99,99,99,0,107,98,1
Cc1c(NC(=O)COC(=O)c2ncc(Cl)c(Cl)c2Cl)c(=O)n(-c2ccccc2)n1C,101,85,97,105,1,97,100,3
Cc1nn(-c2ccccc2)c(C)c1C(=O)OCC(=O)NC(=O)NC1CCCCC1,103,101,105,108,0,102,104,11
COc1ccc(-n2cc(C(=O)Nc3cc([N+](=O)[O-])ccc3OC)c3ccccc3c2=O)cc1,89,98,100,107,1,85,90,13
CN(C)c1ccc(C(=O)N2CCCC(CCC(=O)N3CCN(c4ccccn4)CC3)C2)cc1 (stereo not drawn),96,132,108,94,0,87,.,-5
CS(=O)(=O)c1nc(-c2ccc(Br)cc2)n[nH]1,100,97,94,116,3,99,96,-1
Cc1cc(=O)nc2c3ccccc3n(CC(=O)Nc3ccccc3Br)n12,102,103,97,94,2,101,89,-4
CCOc1ccc(OCCCCOc2ccccc2C(C)=O)cc1,107,106,106,98,0,98,106,13
CC1CN(C(=O)COC(=O)c2cc3ccccc3cc2O)CC(C)O1 (stereo not drawn),99,106,97,89,0,99,89,11
CC1CCCN(C(=O)CN2C(=O)CSc3ccc(S(=O)(=O)N4CCOCC4)cc32)C1 (stereo not drawn),98,97,94,93,2,101,94,12
Cc1ccc2c(c1)N(CCC(=O)NC1CC1)C(=O)C(C)O2 (stereo not drawn),99,101,98,99,1,106,103,29
CCOc1ccc(-n2c(Cc3cc(=O)[nH]c(=O)[nH]3)nnc2SCC(N)=O)cc1,106,107,100,86,0,115,98,9
Cc1ccc(S(=O)(=O)N(CC(=O)Nc2cccnc2)c2cccc(Br)c2)cc1,106,98,105,96,2,97,97,-19
CC(=O)N1CCN(C(=O)CCNS(=O)(=O)c2ccc(Br)cc2)CC1,98,98,99,90,0,92,96,3
Cc1noc(/C=C/c2ccccc2F)c1S(=O)(=O)N1CCC(C(=O)N2CCN(C)CC2)CC1,97,92,95,96,0,92,98,1
CCOC(=O)c1ccc(N/N=C/c2cc(Br)cc([N+](=O)[O-])c2O)cc1,99,110,89,95,1,94,.,2
COC(=O)C1C/C(=N/NS(=O)(=O)c2ccc(C)cc2)CS1 (stereo not drawn),85,97,98,112,0,83,86,3
COc1ccc(CNC(=O)C2(C)Cc3ccccc3C(=O)O2)cc1 (stereo not drawn),103,107,106,124,2,92,107,5
Cc1ccc(-n2c(Cn3c(C)nc4ccccc43)n[nH]c2=S)cc1,103,103,109,114,1,100,103,0
Cc1nn(-c2nc(-c3ccco3)cc(C(F)(F)F)n2)c(C)c1Br,.,104,102,92,0,105,102,2
Cc1ccc(C)c(/C=N/NC(=S)NCCc2ccccc2)c1,98,97,99,109,14,93,93,4
CC1CC(=O)c2cnc(NCc3ccco3)nc2C1 (stereo not drawn),103,103,101,98,0,111,88,8
CC(=O)[C@H]1CC[C@H]2[C@@H]3C=CC4=CC(=O)CC[C@@]4(C)[C@@H]3CC[C@]12C,99,102,108,101,5,101,88,21
O=C(CCc1ccccc1)NCc1ccc(F)cc1,107,104,97,92,2,95,100,-7
CC(C)c1cc(CNC(=O)c2ccc(OC3CCN(Cc4ccccn4)CC3)cc2)on1,103,105,98,105,0,114,106,1
CCOc1ccc(S(=O)(=O)N(C)c2ccc(OCC(=O)NCc3ccco3)cc2)cc1,102,98,99,99,1,98,110,0
C=CCn1c(SCC(=O)Nc2sc3c(c2C#N)CCC(C)C3)nc2cc(C(=O)O)ccc2c1=O (stereo not drawn),104,106,98,103,0,102,106,-5
Cn1c(=O)cc(OCC(=O)NCCCN2CCN(c3ccccc3F)CC2)c2ccccc21,98,85,94,99,0,91,84,16
C=CCn1c(SCC(=O)NCCO)nc2sc(C)c(C)c2c1=O,103,96,98,98,0,98,104,4
O=C1CCCN1CC(=O)N1CCCC(Nc2cccc(F)c2)C1 (stereo not drawn),92,98,105,107,0,74,100,-7
O=C(Nc1ncccc1O)c1ccc2c(c1)OCCO2,105,100,96,115,2,103,98,42
CCOC(=O)c1ccc(Nc2nc(=O)c3cccnc3s2)cc1,103,102,107,102,1,104,111,0
OC(Cn1cccn1)c1ccccc1 (stereo not drawn),97,99,96,95,1,105,89,5
COc1ccc(OC)c(NC(=S)Nc2ccccc2)c1,107,109,106,83,1,99,105,-3
Cc1ccc(S(=O)(=O)N2CCOCC2)cc1C(=O)NC1CCCC1,103,106,108,99,0,98,103,6
CCOC(=O)CN1C(=O)/C(=C/c2ccc(Cl)cc2)Oc2ccccc21,99,108,100,110,0,95,106,1
Cc1ccc(N2C(=O)c3ccccc3C2=O)cc1Cl,85,92,100,104,0,89,84,33
O=C(NC(Cc1ccccc1)c1nc2ccccc2[nH]1)c1cccc([N+](=O)[O-])c1 (stereo not drawn),108,99,103,117,0,110,106,-2
CCOC(=O)c1[nH]c(C)c(C(=O)OC)c1C,106,101,95,102,1,115,99,5
CCCCn1c(N)c(N(CC(C)C)C(=O)c2ccc(COc3ccccc3)o2)c(=O)[nH]c1=O,94,99,100,96,0,81,109,-21
Cc1ccccc1OCC(=O)NCC(=O)N/N=C/c1cccc([N+](=O)[O-])c1,96,104,86,101,0,88,.,-4
